Screening data (PubChem BioAssay)
OX1R antag-1 = human HCRTR1 antagonism; O43613; CHO/OX1R cells, Fluo-8 calcium fluorescence, orexin A; inhibition, % at 5 µM; 0.43% of 330,000 active; AID 434989;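 active means inhibition above its plate's threshold, mean inhibition of all tested compounds on the plate plus 3 SD, cut at about 37% in these data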;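 further: 0% = orexin A challenge wells and 100% = SB-334867-A antagonist wells; not every result past the cut was called active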
OX1R antag-2 = OX1R (human) antagonism | inhibition, % at 6.6 µM | AID 485270 | 1.8% of 330,000 active | OX1R-expressing cells, FRET antagonist read-out; in the data active means inhibition mostly above about 38%, no sharp cut-off; inactive means mostly below about 40%;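 further: 0% = agonist challenge alone and 100% = reference antagonist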
CHT allo act = allosteric activators of human choline transporter CHT; CHT-expressing cells, membrane potential dye, choline EC20; hits give high values; LV-AA mutant CHT in HEK293 cells; B-score at 10 µM; 0.49% of 310,000 active; Q9GZV3;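 active means initial fluorescence not abnormally high and integrated response B-score, plate-corrected, over 3 SD above library mean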
Target sequence (Q9GZV3 whole entry, looked up): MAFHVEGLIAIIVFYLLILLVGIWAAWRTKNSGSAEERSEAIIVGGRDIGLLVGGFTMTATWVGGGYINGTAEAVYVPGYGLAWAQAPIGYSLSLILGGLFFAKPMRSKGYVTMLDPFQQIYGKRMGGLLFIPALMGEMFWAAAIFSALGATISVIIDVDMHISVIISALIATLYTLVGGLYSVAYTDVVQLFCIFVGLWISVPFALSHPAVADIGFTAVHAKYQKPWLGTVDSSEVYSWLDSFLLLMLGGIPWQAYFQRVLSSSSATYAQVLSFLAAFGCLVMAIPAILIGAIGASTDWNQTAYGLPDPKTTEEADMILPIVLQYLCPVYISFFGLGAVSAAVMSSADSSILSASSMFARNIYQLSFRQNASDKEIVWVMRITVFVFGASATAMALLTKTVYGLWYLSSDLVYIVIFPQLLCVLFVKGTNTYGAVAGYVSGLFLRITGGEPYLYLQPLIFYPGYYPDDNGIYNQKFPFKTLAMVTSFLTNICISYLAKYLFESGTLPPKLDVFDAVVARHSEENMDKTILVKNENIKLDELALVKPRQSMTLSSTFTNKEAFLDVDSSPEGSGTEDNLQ
An asterisk follows results filed as active; i = inactive; x = not tested or not shown. Rows are unselected. Share with any hit: about 2.5%.

SMILES	OX1R antag-1	OX1R antag-2	CHT allo act
Cc1ccc2nc(NCCCNC(=O)c3cnccn3)c(C#N)cc2c1	-13	8	i
CC(C)C[C@@H]1CN=C(N)N1C[C@@H]1CCCN1C[C@H](C)N1C[C@@H](Cc2ccccc2)N(CCCC2CCCC2)C1=N	-13	5	x
O=C(Nc1ccnc(-c2cccnc2)n1)c1cccs1	-4	17	i
CC(=O)c1ccc(NC(=O)c2cc(C)no2)cc1	1	6	i
CCOC(=O)N1CCN(C(=O)c2ccc(C)c(S(=O)(=O)N3CCCCC3)c2)CC1	-8	19	i
Cc1ccc(S(=O)(=O)N2CCC(C(=O)Nc3nnc(C4CCCC4)s3)CC2)cc1	-9	7	i
O=C(CSc1nnnn1-c1ccc(C(=O)O)cc1)NC1CCCCC1	-9	12	i
O=S(=O)(Nc1ccc(S(=O)(=O)Nc2ncccn2)cc1)c1ccc(Cl)cc1	-22	7	i
CCCN1C(=O)c2ccc(C(=O)Nc3nccs3)cc2C1=O	-7	45*	i
COC(=O)C(C(C)=O)C1=C/C(=N\S(=O)(=O)c2ccc(C)cc2)c2ccccc2C1=O (stereo unspecified)	97*	106*	i
CCOC(=O)N1C(=O)C2(CCCCC2)N(c2ccccc2Cl)C1=S	-52	15	i
CCCCSc1nc2ccccc2[nH]1	-12	6	i
CCn1c(SCC(=O)NCc2ccco2)nnc1-c1c[nH]c2ccccc12	-17	-7	i
COc1ccccc1CNC(=O)COC(=O)Cn1cnc2ccccc21	-8	23	i
COC(=O)/C=C/c1ccc2c(c1)S(=O)(=O)N(c1cccc(OC)c1)[C@H]2CC(=O)OC	-30	16	i
CCN(CC)C(=S)SCC(=O)Nc1ncc2c(n1)CC(C)(C)CC2=O	-4	12	i
Cc1ccc2c(c1)/C(=N/OC(=O)c1ccc(F)cc1)CCS2	-20	10	i
COc1ccc(C(=O)CSc2n[nH]c(-c3ccco3)n2)cc1	-7	23	i
Cc1cccnc1NC(=O)CCC(=O)c1cccs1	-11	3	x
Cc1noc(C)c1NC(=O)N(C)C[C@@H]1Oc2ccc(NC(=O)CCC(F)(F)F)cc2CC(=O)N([C@@H](C)CO)C[C@@H]1C	-18	9	x
O=C(NCCN1CCCCC1)c1cc2ccccc2[nH]1	-23	21	i
CSC1=N/C(=C\c2ccc(C)s2)C(=O)S1	-11	13	i
S=C(Nc1ccccc1)NC1CCN(Cc2ccccc2)CC1	-10	6	i
CC1CCCCC1NC(=O)CN(C)S(=O)(=O)c1ccc2c(c1)CCC(=O)N2 (stereo unspecified)	4	1	i
CC(C)(C)OC(=O)NCc1ccc(NC(=O)c2nc[nH]c2C(=O)NCCCNC(=O)c2[nH]cnc2C(=O)Nc2ccc(CNC(=O)OC(C)(C)C)cc2)cc1	7	4	x
NS(=O)(=O)c1ccc(NC(=S)NC(=O)c2ccc(Br)o2)cc1	-21	15	i
C/C(=N\NC(=O)c1nnn(-c2nonc2N)c1-c1cccs1)c1ccc(O)cc1	3	9	i
Cc1ccc2nsnc2c1S(=O)(=O)NCCc1c(C)[nH]c2ccc(F)cc12	70*	78*	i
CCOP(=O)(OCC)C(NC(=O)NS(=O)(=O)c1ccc(C)cc1)c1ccccc1 (stereo unspecified)	-19	15	i
COc1ccc(CCNc2nc3ccc(C)cc3n3cnnc23)cc1OC	-9	0	i
CCCCN(CC)CCCNC(=O)Cn1nc(Cc2ccncc2)c2ccccc2c1=O	-3	9	i
CCOC(=O)c1ccc(NC(=O)Cn2nnc(-c3ccc(C)cc3)n2)cc1	-12	11	i
O=C(c1ccccc1)N1N=C(c2ccccc2O)CC1c1ccccc1 (stereo unspecified)	-32	6	i
Cc1oc(-c2ccc(Cl)cc2)nc1CN1CCCC(C(=O)NCCCN2CCOCC2)C1 (stereo unspecified)	-33	16	i
CC(=O)c1cccc(NC(=O)NNC(=O)c2ccc(-c3ccccc3)cc2)c1	0	2	i
COc1ccc(-c2nnc(SCC(=O)NCc3cccs3)n2C(C)C)cc1	-13	8	i
CCOc1cc(/C=N\NC(=O)C2C(=O)NCC2c2ccccc2)ccc1OC (stereo unspecified)	0	19	i
Cc1nc(Nc2nc3ccccc3o2)nc2c1CCC2	-8	14	i
Cc1ccc(NC(=S)N(C)C)cc1C	-3	3	i
O=C(CCN1C(=O)c2ccccc2C1=O)Nc1ccc(F)cc1	-20	8	i
CCCOc1cccc(C(=O)Nc2cccc3ncccc23)c1	-34	-3	i
O=[N+]([O-])c1ccc(Cl)c(/C=N/NC(=S)Nc2ccccc2)c1	-9	5	i
Cn1c(=O)c(C(=O)NCCc2ccc(Cl)cc2)c(O)c2ccccc21	-8	3	i
CC(=O)c1cn(-c2ccc(Cl)cc2)c(=O)[nH]c1=O	1	-1	i
CN(C)c1ccnc(NCc2ccccc2)c1C#N	-11	-1	i
COc1ccc(CN2CCC(C(=O)c3ccc(Cl)cc3)CC2)cc1	-14	2	i
CC(C)NC(=O)C1CCN(C2CCN(C(=O)C3=CCCC3)CC2)CC1	-6	6	i
COC(=O)Nc1sc2c(c1C(=O)NCc1ccco1)CCCC2	-20	10	i
Cc1ccc(S(=O)(=O)N(C)CC(=O)N2CCN(Cc3ccc4c(c3)OCO4)CC2)cc1	-13	14	i
O=C(N/N=C1\CCc2ccccc21)c1ccc(O)cc1	-10	10	i
CC(C(=O)Nc1ccccc1)c1ccc(-c2ccccc2)c(F)c1 (stereo unspecified)	40*	31	i
Cn1c(Cl)c(/C=N/OC(=O)C(C)(C)C)c2ccccc21	-20	23	i
Cc1ccc(N2C(=O)N(CC(=O)N3CCCc4ccccc43)C(=O)C2C)cc1 (stereo unspecified)	3	14	i
NC(=O)CN1C(=O)C(=O)N(Cc2cccc(C(F)(F)F)c2)C1=O	-1	-15	i
CCC(=O)n1nc(-c2ccco2)nc1SCc1ccccc1	-10	22	i
Cn1c(C(=O)N2CCN(Cc3ccc4c(c3)OCO4)CC2)cc2c(=O)n(C)c3ccccc3c21	-33	9	i
CN(Cc1nc(Cc2cccc(F)c2)no1)CC1COCCO1 (stereo unspecified)	-11	16	i
CC(NC(=O)NCCCn1ccnc1)(C(F)(F)F)C(F)(F)F	-13	21	i
CC(C)(C)n1nnnc1CN1CCN(C2CCCC2)CC1	-16	3	i
COc1ccc(C2CC(c3ccccc3)=NN2C(=O)COC(=O)c2ccc(Cl)nc2)cc1 (stereo unspecified)	-25	27	i

Further results
SMILES	OX1R antag-1	OX1R antag-2	CHT allo act
CCC1(CC)NC(=O)NC1=O	3	18	i
CNC(=O)/C(C#N)=C/c1cn(CC(=O)NCc2ccco2)c2ccccc12	-14	37	i
Cc1cccc(Cn2cnc3c(nnn3Cc3ccc(F)cc3)c2=O)c1	-20	12	i
CN1CCN(C(=O)CC23CC4CC(CC(C4)C2)C3)CC1	0	11	i
COC(=O)c1cc(NC(=O)c2ccc([N+](=O)[O-])cc2)c(=O)oc1C	-4	88	i
COC(=O)[C@H](C)NC(=O)Nc1ccc(OC)cc1OC	-4	-2	i
Cc1ccc(C)c(COc2coc(CN3CCN(C(=O)c4ccco4)CC3)cc2=O)c1	-21	4	i
CCOC(=O)Cn1cnc2c(nnn2Cc2ccc(Cl)cc2)c1=O	-2	3	i
CC1(c2ccc3ccccc3c2)NC(=O)N(CC(=O)N2CCN(c3ccccc3O)CC2)C1=O (stereo unspecified)	-23	-4	i
CCOC(=O)c1c(C)[nH]c(C(=O)COC(=O)C(C)Oc2ccc(Cl)cc2Cl)c1C (stereo unspecified)	-18	4	i
COc1cccc(/C=N/NC(=S)Nc2cccc(C(=O)O)c2)c1O	7	22	i
CCc1cc(=O)oc2cc(OC(C)C(=O)NCC3CCC(C(=O)O)CC3)c(Cl)cc12 (stereo unspecified)	-5	8	i
Nc1ccc(/C=C/C(=O)c2ccco2)cc1	5	30	i
O=C1CCCc2c1cc(C(=O)NCCCN1CCOCC1)c(=O)n2-c1ccc(Cl)cc1	-8	6	i
Cc1nc(C)c(C(=O)N(c2ccccc2F)C(C(=O)NCC2CCCO2)c2ccccc2)s1 (stereo unspecified)	-32	6	i
O=S(=O)(c1ccc(NCc2ccc(F)cc2)nc1)N1CCCC1	-16	19	i
CCN(CC)CCNC(=O)c1ccc(Cl)c(S(=O)(=O)Nc2ccccc2OC)c1	-14	15	i
CCCOC(=O)CSC1=C(C#N)C(c2ccccc2OCC)C(C#N)C(=O)N1 (stereo unspecified)	-18	15	i
Cn1c(SCC(=O)Nc2ccccc2C(F)(F)F)nc2c(c1=O)SCC2	-17	1	i
COc1ccc(CNC(=O)C(=O)NCC2OCCN2S(=O)(=O)c2cccs2)cc1 (stereo unspecified)	-10	4	i
NC(=S)NCc1cccnc1	-1	0	i
Cc1c(Cl)cccc1NC(=O)CNc1cccc(S(=O)(=O)N(C)C)c1	-18	22	i
CN(Cc1ccccc1)C(=O)COC(=O)c1cc(NS(=O)(=O)c2cccs2)ccc1O	44*	58	i
CCOC(=O)C(Cc1c[nH]c2ccccc12)NC(=O)c1ccccc1Br (stereo unspecified)	19	37	i
O=C(CSc1ncc(-c2ccccc2)nn1)NCc1ccco1	-14	11	i
Cc1cnc(NC(=O)c2ccc3c(c2)OCCO3)s1	12	-3	x
CCOC(=O)C1CCCN(c2c(NCCc3ccccc3)c(=O)c2=O)C1 (stereo unspecified)	-11	17	i
Cn1c(=O)c2c(ncn2CC(O)CNc2ccc(F)cc2)n(C)c1=O (stereo unspecified)	-16	4	i
Cc1cccc2sc(NNC(=O)C3COc4ccccc4O3)nc12 (stereo unspecified)	-13	10	i
Cc1cc(C)cc(OCCn2ccnc2)c1	3	11	i
COC(=O)c1[nH]c2cccc(C)c2c1NC(=O)CN1CCN(C(=O)c2ccco2)CC1	-7	1	i
